PP5 inh: blocks human protein phosphatase 5 activity; P53041; purified PP5c, OMFP substrate fluorescence; inhibition, % at 6.7 µM; 320,000 compounds, 0.18% hits; AID 1987;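 active means inhibition above the campaign's mean inhibition across all tested compounds plus 3 SD, cut at about 9.5% in these data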;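 further: 0% = DMSO only and 100% = 100 µM cantharidin control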
JMJD2C inh: blocks human GASC-1 demethylase activity | Q9H3R0 | GST-JMJD2C(1-420) H3K9me3 demethylation, DELFIA europium | inhibition, % at 2.35 µM | 330,000 compounds, 0.069% hits | AID 2099;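 active means more than half of a compound's replicate wells show inhibition beyond 50%, single wells judged on their own value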;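 further: signal counts dimethyl H3K9 product captured on neutravidin plate; 0% = median of DMSO wells and 100% = 0.3 times that DMSO median; strong numbers were not always called active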
Target sequence (Q9H3R0 1-420 limits assumed): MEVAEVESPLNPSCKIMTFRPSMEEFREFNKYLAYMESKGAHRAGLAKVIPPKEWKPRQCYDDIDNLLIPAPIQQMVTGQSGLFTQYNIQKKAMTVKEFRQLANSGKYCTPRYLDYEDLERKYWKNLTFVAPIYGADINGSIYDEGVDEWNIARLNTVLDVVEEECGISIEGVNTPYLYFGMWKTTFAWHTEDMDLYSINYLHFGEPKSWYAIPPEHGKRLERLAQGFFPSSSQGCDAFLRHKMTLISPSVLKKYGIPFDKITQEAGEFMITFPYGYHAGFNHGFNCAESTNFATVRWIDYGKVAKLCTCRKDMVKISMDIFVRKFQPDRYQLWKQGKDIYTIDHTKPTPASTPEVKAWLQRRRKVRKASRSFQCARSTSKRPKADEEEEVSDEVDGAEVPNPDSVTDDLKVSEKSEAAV
procasp7 counter: counter-screen for procaspase-3 activators: activators of human procaspase-7; P55210; recombinant procaspase-7, Ac-DEVD-pNA absorbance 405 nm; D23A/D198A/D206A triple mutant, cannot self-cleave; scale: DMSO 0, 5 µM enzyme 100; activation, % at 8.5 µM; 330,000 compounds, 0.093% hits; AID 463210;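 active means percent activation above the screen-wide mean plus 3 SD, cut at about 25% in these data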
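Replicates: singlicate. Assay system: Procaspase-7 triple mutant (PC-7 D3A). Signal: 405 nm absorbance of p-nitroaniline. Times: 1 h preincubation, 2 h reaction. Buffer or medium: Zinc-free HEPES pH 7.4 with 300 mM NaCl, 0.01% Triton X-100. Also added: DEVD-pNA substrate. Benchmarks: DMSO wells as 0%, DMSO with 5 µM added PC-7 as 100%.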
PP1 inh: blocks human PP1-alpha phosphatase, a PP5 counter-screen; inhibition, % at 6.7 µM; purified PP1alpha, OMFP fluorescence; AID 2235; 320,000 compounds, 0.9% hits;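 active means inhibition above the mean inhibition of all tested compounds plus 3 SD, computed separately for each screening campaign, cut at about 15% in these data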
Target sequence (P62136 whole entry, looked up): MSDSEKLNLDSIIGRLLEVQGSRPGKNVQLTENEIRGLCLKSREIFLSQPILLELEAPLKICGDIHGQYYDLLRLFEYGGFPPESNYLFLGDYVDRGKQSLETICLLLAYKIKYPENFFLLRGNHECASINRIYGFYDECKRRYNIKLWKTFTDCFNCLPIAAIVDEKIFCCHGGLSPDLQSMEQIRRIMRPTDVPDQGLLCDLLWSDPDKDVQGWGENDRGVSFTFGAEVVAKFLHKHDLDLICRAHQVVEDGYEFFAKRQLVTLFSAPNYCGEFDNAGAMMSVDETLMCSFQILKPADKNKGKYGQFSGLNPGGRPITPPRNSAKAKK
Fh CTSL1 inh: blocks F. hepatica cathepsin L1 in PFM18AAP counter-screen | recombinant F. hepatica cathepsin L1, Z-Leu-Arg-MCA fluorescence | inhibition, % at 5.96 µM | 300,000 compounds, 0.49% hits | AID 1906;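 active means inhibition above the mean of all tested compounds plus 3 SD, set per screening campaign, cut at about 17% in these data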;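 further: 0% = plate median of test compound wells and 100% = 1 µM Z-Phe-Ala-diazomethylketone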
Efflux pump mplx: inhibitors of Candida antifungal efflux pumps expressed in yeast; 330,000 compounds, 0.44% hits; inhibition, % at 10 µM; S. cerevisiae Candida pump triplex, Nile Red efflux;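 active means plate passing quality check with inhibition over a set limit, or well fluorescence over plate mean plus 4 SD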;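 further: Nile Red retained in pooled yeast measured as flow cytometry median fluorescence; 0% = buffer negative control and 100% = Enniatin B positive control; higher means more Nile Red kept so more efflux inhibition; some compounds called inactive have numbers as strong as hits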
core dimer inh: HCV core protein dimerization inhibition; TR-FRET GST/Flag-core106 dimerization, 1536-well; inhibition, % at 5 µM; 300,000 compounds, 0.33% hits; AID 1899;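 active means inhibition above the mean of all tested compounds plus 3 SD, set per screening campaign, cut at about 45% in these data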
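Assay system: tagged HCV core106 pair (GST and Flag); medium: KF-containing HEPES buffer, pH 7.45, DTT, CHAPS, BSA; also added: Eu donor and XL665 acceptor anti-tag antibodies; dosing: 5 µM single dose; timing: compound-protein-antibody incubation 4 h at 22.5 °C; signal: TR-FRET 671 and 617 nm emission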
TPT1 inhibitor: inhibitors of Candida albicans tRNA 2'-phosphotransferase TPT1; recombinant caTPT1, FP RNA substrate dephosphorylation; inhibition, % at 5 µM; 300,000 compounds, 0.81% hits; AID 1962;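 active means inhibition above the mean of all tested compounds plus 3 SD, set per screening campaign, cut at about 24% in these data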;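 further: plate controls were DMSO alone for no effect and ferristatin control at 100 nM for full effect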
procasp3 activ: activates human procaspase-3. P42574. recombinant procaspase-3 D3A, Ac-DEVD-pNA absorbance 405 nm. activation, % at 8.5 µM. 330,000 compounds, 0.11% hits. AID 463141;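 active means activation above the mean of all tested compounds plus 3 SD, cut at about 21% in these data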;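 further: 0% = DMSO alone and 100% = DMSO wells spiked with extra 5 µM PC-3 D3A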
Target sequence (P42574 whole entry D9A/D28A/D175A): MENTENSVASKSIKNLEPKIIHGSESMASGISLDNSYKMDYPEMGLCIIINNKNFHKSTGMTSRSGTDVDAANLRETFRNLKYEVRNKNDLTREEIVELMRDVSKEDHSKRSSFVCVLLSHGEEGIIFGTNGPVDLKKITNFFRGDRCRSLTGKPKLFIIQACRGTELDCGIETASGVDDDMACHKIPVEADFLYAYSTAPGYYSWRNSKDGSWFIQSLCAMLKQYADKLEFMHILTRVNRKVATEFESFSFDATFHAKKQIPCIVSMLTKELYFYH
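Technique: 405 nm absorbance of p-nitroaniline, reads at 0 and 120 min; Test system: Procaspase-3 D3A mutant; Incubation: 1 h enzyme-compound preincubation, then 2 h substrate reaction, 25 °C; Repeats: singlicate, each compound tested once; Benchmarks: low control DMSO wells, high control DMSO plus 5 µM PC-3 D3A.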
Active calls of the source: *; / = not tested or not shown.

SMILES	PP5 inh	JMJD2C inh	procasp7 counter	PP1 inh	Fh CTSL1 inh	Efflux pump mplx	core dimer inh	TPT1 inhibitor	procasp3 activ
Cc1ccc(NCc2nnc(SCCN3CCCCC3)n2CC2CCCO2)c(C)c1 (stereo unspecified)	2.1	-4	10	-3	0	0.0	0	6	-4
COC(=O)CCCn1nc(NC(=O)COc2ccc(F)cc2)cc1C	-3.1	25	3	0	-3	0.1	-3	5	3
CC(C)(C)c1ccc(OCC(=O)NCc2ccco2)cc1	1.6	0	12	1	3	0.1	-2	2	3
O=S(=O)(c1ccc(F)cc1)N1CCCC(c2nc(-c3ccc(F)cc3)no2)C1 (stereo unspecified)	4.5	0	-3	4	1	0.1	-3	-1	6
CCNC(=O)NC(=O)CSc1ccc(S(=O)(=O)N2CCOCC2)cn1	/	-1	-5	/	/	-0.2	/	/	-1
Cn1c(=O)cc(SCC(=O)NCc2ccco2)c2ccccc21	3.1	-39	0	3	1	0.2	6	2	-1
Cc1ccc(CNC(=O)c2ccc(NC(=O)C3=CSCCO3)cc2)cc1	1.8	2	9	0	4	-0.1	5	0	6
O=C(Nc1ccc2c(c1)OCCO2)C1CCN(c2nnnn2-c2ccccc2)CC1	-0.8	-18	4	1	1	-0.3	1	-3	-8
CC(OC(=O)C1CC1)C(=O)Nc1cc(C(F)(F)F)ccc1Cl (stereo unspecified)	2.4	-17	8	1	-2	-0.1	0	-1	9
C[C@H](NC(=O)c1nc[nH]c1C(=O)N[C@@H](Cc1ccccc1)C(=O)OC(C)(C)C)C(=O)OC(C)(C)C	11*	1	-2	11	6	0.0	-12	-4	2
C=CCn1c(NCCOC)nc2c1c(=O)n(C)c(=O)n2C	1.5	-4	8	2	-1	0.1	-7	1	9
COC(=O)C/C(N)=C(\C#N)C(=O)OC	-2.3	4	3	-5	2	0.0	1	1	14
Cc1[nH]c2ccccc2c1Cc1n[nH]c(=S)n1C	3.2	-26	-3	-5	0	0.1	-6	-2	0
Cc1ccc(SCC(=O)OCC(=O)NC(C)c2ccc(Br)cc2)cc1 (stereo unspecified)	2.9	22	3	3	-27	-0.1	-6	-3	-1
O=C(NCc1nnc2c3ccccc3c(-c3ccccc3)nn12)c1ccccc1Cl	1.8	-14	-1	2	-1	0.0	1	-1	-11
COc1ccc(C(NC(=O)CN2C(=O)NC3(CCc4ccccc43)C2=O)c2ccccc2)cc1 (stereo unspecified)	5.4	0	-1	3	/	0.3	/	/	9
O=C(CCN1N=C(c2ccccc2)CCC1=O)NCC1COc2ccccc2O1 (stereo unspecified)	3.9	-6	4	7	1	0.0	3	1	4
Cc1ccc(OCC(=O)N/N=C/c2c[nH]c3ccccc23)c([N+](=O)[O-])c1	4.0	5	6	4	-1	0.1	2	-2	-3
COc1ccccc1NS(=O)(=O)c1cc(NC(=O)c2sccc2C)ccc1N1CCOCC1	1.1	11	-3	-1	-2	0.1	10	3	-3
CC(C)CCC(CC(C)O)C(=O)NNC(=S)Nc1ccccc1 (stereo unspecified)	0.1	5	3	-3	-2	-0.1	2	-6	-4
O=C(CCc1ccccc1)c1c(O)cc(O)cc1O	7.2	13	5	-1	1	-0.2	-1	-1	8
Cc1ccc(N2CC(C(=O)NCCC(C)C)CC2=O)cc1 (stereo unspecified)	-0.8	1	17	-2	0	-0.2	-5	-3	8
CCOc1ccc(CCNC(=O)c2ccc3nc(N4CCOCC4)sc3c2)cc1OCC	2.4	2	-4	-1	0	0.0	3	-6	1
CCN(Cc1ccccc1)C(=S)Nc1cc(C(=O)OC)ccc1C(=O)OC	4.5	6	6	2	2	1.0	-7	3	4
CC(C)(C)OC(=O)NCc1ccc(NC(=O)c2nc[nH]c2C(=O)N[C@@H](Cc2ccccc2)C(=O)OCc2ccccc2)cc1	6.0	10	3	7	3	0.1	9	-4	0
Cc1cccnc1NC(=O)c1ccc2c(c1)OCCO2	0.0	4	11	-3	3	0.2	-1	-1	9
Cc1noc(C)c1C(=O)Nc1c(F)cc(F)cc1Br	3.1	-19	7	-1	-2	0.1	-4	1	8
FC(F)(F)c1ccccc1NC(=S)N1CCN(c2ncccn2)CC1	-1.3	50	2	0	-1	0.0	1	0	-5
CCCc1cc(=O)[nH]c(Nc2ccc(O)cc2)n1	-1.3	12	-5	-2	1	0.0	-4	0	-2
CCn1c2ccccc2c2nnc(SCC(=O)N(C)C3CCS(=O)(=O)C3)nc21 (stereo unspecified)	-0.8	11	-8	-2	1	0.0	-4	-1	9

Another view of part of the listing above.
> CCN(Cc1ccccc1)C(=S)Nc1cc(C(=O)OC)ccc1C(=O)OC
  PP5 inh: 4.5
  JMJD2C inh: 6
  procasp7 counter: 6
  PP1 inh: 2
  Fh CTSL1 inh: 2
  Efflux pump mplx: 1.0
  core dimer inh: -7
  TPT1 inhibitor: 3
  procasp3 activ: 4
> CC(C)(C)OC(=O)NCc1ccc(NC(=O)c2nc[nH]c2C(=O)N[C@@H](Cc2ccccc2)C(=O)OCc2ccccc2)cc1
  PP5 inh: 6.0
  JMJD2C inh: 10
  procasp7 counter: 3
  PP1 inh: 7
  Fh CTSL1 inh: 3
  Efflux pump mplx: 0.1
  core dimer inh: 9
  TPT1 inhibitor: -4
  procasp3 activ: 0
> Cc1cccnc1NC(=O)c1ccc2c(c1)OCCO2
  PP5 inh: 0.0
  JMJD2C inh: 4
  procasp7 counter: 11
  PP1 inh: -3
  Fh CTSL1 inh: 3
  Efflux pump mplx: 0.2
  core dimer inh: -1
  TPT1 inhibitor: -1
  procasp3 activ: 9
> Cc1noc(C)c1C(=O)Nc1c(F)cc(F)cc1Br
  PP5 inh: 3.1
  JMJD2C inh: -19
  procasp7 counter: 7
  PP1 inh: -1
  Fh CTSL1 inh: -2
  Efflux pump mplx: 0.1
  core dimer inh: -4
  TPT1 inhibitor: 1
  procasp3 activ: 8

Next section:
SMILES	PP5 inh	JMJD2C inh	procasp7 counter	PP1 inh	Fh CTSL1 inh	Efflux pump mplx	core dimer inh	TPT1 inhibitor	procasp3 activ
Cc1cccc(NC(=O)Cn2cnc(S(=O)(=O)N3CCCC3)c2)c1C	3.3	-8	1	-1	0	0.0	-4	1	9
COc1ccc(-c2noc(C3CCCN(C(=O)CCc4ccccc4)C3)n2)cc1 (stereo unspecified)	0.3	-2	-1	-1	2	0.0	3	-4	2
Cc1ccc(Cc2nc(-c3ccccn3)no2)cc1	-3.0	16	3	-5	1	-0.1	-1	-2	3
COc1cccc(-c2nc(NC(C)(C)C)c3ccccc3n2)c1O	5.2	1	-9	4	3	0.3	8	-1	-6
O=C(Nc1ccc(OCc2ccccc2)cc1)c1cccc([N+](=O)[O-])c1	2.0	-1	7	-3	1	-0.1	11	-2	4
COc1cccc(N2CCN(Cc3nc(N)nc(N4CCCc5ccccc54)n3)CC2)c1	3.2	3	0	-2	-2	-0.1	5	1	-4
O=S1(=O)CC(NCc2ccccc2)C(Nc2ccccc2)C1 (stereo unspecified)	2.3	6	4	2	-1	0.0	3	0	4
CN(NS(C)(=O)=O)c1ncc(C(F)(F)F)cc1Cl	3.2	-15	4	-4	-3	0.0	-5	2	4
COc1ccccc1N1CCN(C(=O)CSc2nc(-c3ccccc3)cc(=O)[nH]2)CC1	-0.1	1	14	-6	-4	0.3	8	-3	0
NC(=S)N=Nc1c(O)n(Cc2ccccc2)c2ccccc12	-0.1	4	-5	0	8	0.0	0	1	-1
Cc1ccc(C)c(OCC(=O)Nc2ccc(S(=O)(=O)Nc3ccccn3)cc2)c1C	1.4	0	-2	2	1	-0.2	-1	-3	10
O=C(Oc1ccc(Cl)cc1)c1ccc2nccnc2c1	-0.3	0	1	-2	4	0.2	-3	-2	-7
COc1ccc(C(=O)N=c2sc3c(C)ccc(OC)c3n2C)cc1OC	1.2	1	10	-5	1	0.2	14	1	2
O=C1C(=O)N(O)C2CCCCC2N1O (stereo unspecified)	3.0	-10	5	-1	8	0.1	1	-3	0
O=C(NCCc1cccs1)C(c1ccccc1)c1ccccc1	-7.8	8	-6	-6	13	-0.1	-3	0	6
O=C(O)c1ccc(N=Nc2c(-c3ccccc3)[nH]oc2=O)cc1	-1.5	8	4	-2	4	-0.1	-13	-5	3
CC(=O)c1c(C)[nH]c(C(=O)OCc2cccc(Cl)c2)c1C	1.9	37	-1	-2	3	0.0	1	-2	9
COc1ccccc1OCCNC(=O)c1cccc(S(=O)(=O)N2CCN(C)CC2)c1	0.8	1	5	-1	3	0.1	-3	-3	0
COc1ccc(NC(=O)c2nc[nH]c2C(=O)N(C)Cc2ccccc2)cc1	2.3	-5	-11	-4	2	0.0	13	-4	3
Cc1cc(Cl)ccc1OCC(=O)NCCCn1ccnc1	-0.6	-13	7	-4	-6	-0.1	1	-5	7
Cc1cc(C)c(C(=O)COC(=O)CCNS(=O)(=O)c2c(Cl)cccc2Cl)cc1C	-0.5	2	-1	4	-44	0.3	4	5	0
CC(C)c1c(O)nc(SCC(=O)Nc2ccc3c(c2)CCC3)[nH]c1=O	0.4	26	1	2	1	0.1	4	10	6
Cc1ccc2sc(C)[n+](CCCS(=O)(=O)[O-])c2c1	0.1	0	-19	-7	0	0.0	-6	-2	-22
CC(=O)c1cccc(NC(=O)CN(c2cccc(F)c2)S(C)(=O)=O)c1	0.8	/	2	4	-2	-0.1	-2	-3	3
O=C(O)CCCCn1c(SCc2cc(=O)n3cc(Cl)ccc3n2)nc2ccsc2c1=O	-1.0	-8	8	-1	3	0.0	2	-2	2
C/C(=N\OC(=O)c1ccc(Cl)c(Cl)c1)c1sc(C)nc1C	1.3	2	-5	-2	0	0.0	-2	2	-12
Cc1cc(Cl)ccc1Oc1nc(-c2ccccc2)ncc1S(C)(=O)=O	-5.8	2	-2	-6	5	0.1	-10	1	-1
Cc1ccc(C)c(NC(=O)CSc2n[nH]c(-c3ccncc3)n2)c1	2.9	-1	1	-1	0	0.0	3	-4	-1
Cn1c(-c2ccccc2)cc2onc(-c3ccccc3)c2c1=O	3.7	3	-5	3	3	0.0	14	-3	5
